TRPC4 block: inhibitors of mouse TRPC4 channel, primary screen, Fluo4 calcium, HEK293 TRPC4beta/mu-opioid cells | DAMGO-evoked Fluo4 calcium flux; active compounds read low | B-score at 10 µM | hit rate 0.39% among 300,000;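 active = B-score over 3 SD under the library average, no early fluorescence shift, positive overall ratio signal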
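Signal: kinetic Fluo4 fluorescence imaging of calcium influx. Material: stable TRPC4beta/mu-opioid receptor HEK293 cells. Probe or stimulus: DAMGO in two steps, submaximal then maximal.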
TRPC4 potent: positive allosteric modulators of TRPC4, primary screen, cell-based, mouse TRPC4beta, HEK293 mu-opioid, Fluo-4 calcium; B-score at 10 µM; hit rate 0.42% among 310,000; AID 2227, 2009; DAMGO EC20, Fluo-4 Ca2+ flux; active compounds read high;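 active = B-score of calcium response area above 5 SD of library B-scores, with initial fluorescence ratio within 5 SD of library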;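 note: B-score of integrated fluorescence ratio over time as area under calcium response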
HIF act: HIF pathway transcriptional activators, primary screen, cell-based, U2OS HRE-luciferase, luminescence | U2OS HRE-luciferase reporter; normalized: DMSO 0%, desferrioxamine 100% | activation, % at 7.5 µM (by protocol) | hit rate 0.32% among 300,000 | AID 1910, 2009;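 active = mean activation of at least 10% of the iron chelator positive control signal, with at least half of replicates also reaching 10%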
TRPC6 inh: mouse TRPC6 channel inhibitors, primary screen, cell-based, HEK293, membrane potential dye; ACh-evoked depolarization; active compounds read low; B-score at 10 µM; hit rate 1.1% among 310,000; AID 2553, 2010;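 active = B-score under library mean minus 3 SD, initial fluorescence not abnormally high, positive integrated signal ratio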;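 note: B-score derived from integrated fluorescence ratio over the kinetic read; more negative B-score means stronger inhibition of depolarization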
MrgX1 ag: agonists of human MrgX1 receptor, primary screen, HEK293 cells, Fluo-4 calcium flux; Fluo-4 calcium fluorescence, agonist mode; active compounds read high; B-score at 10 µM; hit rate 0.44% among 310,000; Mas-related G-protein coupled receptor member X1 (Homo sapiens), Q96LB2; AID 588627, 2011;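 active = calcium response B-score plate-corrected fluorescence ratio at least 3 library SD, with starting fluorescence B-score inside 5 SD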
Target sequence (Q96LB2 whole entry, looked up): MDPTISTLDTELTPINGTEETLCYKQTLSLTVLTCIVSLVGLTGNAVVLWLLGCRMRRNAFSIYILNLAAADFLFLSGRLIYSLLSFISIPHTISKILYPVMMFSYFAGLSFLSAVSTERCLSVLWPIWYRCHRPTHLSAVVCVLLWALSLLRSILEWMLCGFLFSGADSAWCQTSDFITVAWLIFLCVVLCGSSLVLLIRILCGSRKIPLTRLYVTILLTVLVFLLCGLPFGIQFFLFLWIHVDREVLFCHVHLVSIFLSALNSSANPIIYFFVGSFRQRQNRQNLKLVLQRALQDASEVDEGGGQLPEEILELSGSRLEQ
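Assay system: MrgX1-expressing HEK293 cells / Amount: fifteen thousand cells per well / Doses: test compound in the initial addition of three / Timing: cells plated overnight, dye loaded 0.5 h 37 °C, 0.5 h room temperature / Technique: kinetic calcium dye fluorescence, Fluo-4 NW / Control set: positive and negative controls per plate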
TRPC4 act: activators of mouse TRPC4 channel, primary screen, Fluo4 calcium, HEK293 TRPC4beta/mu-opioid cells; Fluo4 calcium fluorescence; active compounds read high; B-score at 10 µM; hit rate 0.49% among 310,000;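 active = B-score above 5 SD of library B-scores, and initial fluorescence ratio not above library mean plus 5 SD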;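 note: positive B-score marks a calcium rise read as TRPC4 activation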
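Assay system: HEK293 stable line with TRPC4beta plus mu-opioid receptor; schedule: 45 min room-temperature Fluo4 loading, 110 s read; technique: kinetic Fluo4 calcium fluorescence; evaluation: integrated baseline-normalised fluorescence ratio, converted to per-well B score; controls: buffer (low) and maximal DAMGO (high)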
MrgX1 antagonist: antagonists of human MrgX1 receptor, primary screen, HEK293 cells, Fluo-4 calcium flux. Mas-related G-protein coupled receptor member X1 (Homo sapiens), Q96LB2. BAM8-22 antagonism; active compounds read low. B-score at 10 µM. hit rate 1.3% among 310,000. AID 588676, 2011;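 active = calcium-response B-score plate-corrected more than 3 library SD below zero, starting fluorescence within 5 deviations, no agonist response on first addition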;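 note: peak minus trough fluorescence over baseline after final BAM8-22 challenge near maximal dose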
MrgX1 allo act: positive allosteric modulators of MrgX1, primary screen, HEK293 cells, Fluo-4 calcium flux | AID 588675, 2011 | hit rate 0.63% among 310,000 | Mas-related G-protein coupled receptor member X1 (Homo sapiens), Q96LB2 | FDSS; active compounds read high | B-score at 10 µM;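 active = plate-corrected calcium response at least 3 library SD above typical, normal starting fluorescence, not activating the receptor alone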;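 note: compound read alongside a low EC10 to EC30 dose of BAM8-22 agonist; peak minus trough fluorescence over baseline measured at the second addition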
AI-2 QS modul: Vibrio harveyi AI-2 quorum sensing modulators, primary screen, JMH597 strain, luminescence/OD600 ratio | Vibrio harveyi JMH597 AI-2 luminescence/OD600 ratio, 9 h; active compounds read low; strain lacks LuxN and CqsS sensors; 0 = neutral-control median | activity change, % at 7.5 µM | hit rate 0.4% among 300,000; in the data active = activity change below about -75%, passing the limit was not always enough;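 note: luminescence divided by OD600 gain over 9 h not by final OD600 alone; inactives centre near 13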
PolyA inh: polyadenylation inhibitors in yeast reporter cells, primary screen, luminescence, S. cerevisiae; S. cerevisiae SKY197-pL101 polyadenylation reporter, beta-gal luminescence; efflux-impaired pdr1/pdr3 knockout yeast; score 100 = 6 SD above DMSO; calls only at 12 µM; hit rate 0.02% among 300,000; AID 1875, 2009;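 active = lowest replicate activity score at least 50, where 100 means six control SD above control mean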;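 note: yeast exposed to compound for 9 h at 30 °C; higher score means more reporter readthrough which indicates perturbed polyadenylation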
TRPC6 activator: mouse TRPC6 channel activators, primary screen, cell-based, HEK293, membrane potential dye; HEK293-TRPC6 membrane potential dye fluorescence; active compounds read high; B-score at 10 µM; hit rate 0.13% among 310,000; Short transient receptor potential channel 6 (Mus musculus), Q61143;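 active = B-score of the integrated fluorescence ratio above library mean plus 3 SD, and starting fluorescence ratio within library mean plus 5 SD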;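 note: higher score means more depolarization so channel activation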
Starred values were filed as active, the others as inactive; i = inactive; · = not tested or not shown.

SMILES | TRPC4 block | TRPC4 potent | HIF act | TRPC6 inh | MrgX1 ag | TRPC4 act | MrgX1 antagonist | MrgX1 allo act | AI-2 QS modul | PolyA inh | TRPC6 activator
COc1ccc2nc3ccccc3nc2c1NC(=O)c1ccccc1Cl | i | i | 0.4 | i | i | i | i | i | 8 | i | i
O=C(CCc1nc(-c2ccccc2)no1)NC1CCCCC1 | i | i | 0.0 | i | i | i | i | i | 24 | i | i
C=CCSC1=N/C(=C\c2ccsc2)C(=O)S1 | i | i | 0.1 | i | i | i | i | i | -22 | i | i
COc1cccc2c1C(=O)c1c(O)c3c(c(O)c1C2=O)C[C@@](O)(C(=O)CO)C[C@@H]3O[C@H]1C[C@H](N)[C@H](O)[C@H](C)O1 | i | i | -3.1 | i | i | i | i | i | 11 | i | i
CCCc1cc(=O)[nH]c(SCC(=O)Nc2nonc2C)n1 | i | i | -0.3 | i | i | i | i | i | 13 | i | i
CCn1c(Cn2nnc(-c3ccccc3)n2)nnc1SCc1ccc(Cl)c(Cl)c1 | i | i | -0.5 | i | i | i | i | i | 42 | i | i
CN(CCCNC(=O)c1ccc(CS(=O)c2ccc(Br)cc2)o1)Cc1ccccc1 (stereo unspecified) | i | i | -0.3 | i | i | i | i | i | 1 | i | i
COc1cc(/C=C2/C(=O)N=C(N)N2C)cc(OC)c1OC | i | i | 0.0 | i | i | i | i | i | 25 | i | i
CCn1ccnc1CN(C)Cc1cn(-c2ccc(C)cc2)nc1-c1cccc(C)c1 | i | i | 0.6 | i | i | i | i | i | 41 | i | i
O=C(NCc1ccco1)c1cc2ccccc2o1 | i | i | 0.1 | i | i | i | i | i | 2 | i | i
O=C(O)c1cc(NN=Nc2cccc([N+](=O)[O-])c2)cc([N+](=O)[O-])c1 | i | i | -0.1 | i | i | i | i | i | 0 | i | i
COc1ccccc1N(CC(O)COc1ccccc1C)S(=O)(=O)c1ccccc1 (stereo unspecified) | i | i | · | i | i | i | i | i | 24 | i | i
COC(=O)CSc1nnc(-c2ccc(S(=O)(=O)N3CCCC3)cc2)o1 | i | i | -0.3 | i | i | i | i | i | -27 | i | i
O=C(/C=C/c1cccc([N+](=O)[O-])c1)N1CCN(Cc2ccc3c(c2)OCO3)CC1 | i | i | -0.1 | i | i | i | i | i | 26 | i | i
Cc1nnc2sc(SCC(=O)Nc3ccc(Cl)cc3)nn2c1=O | i | i | -1.1 | i | i | i | i | i | 17 | i | i
O=C(COC(=O)C1CC2C=CC1C2)Nc1ccccc1 (stereo unspecified) | i | i | 0.5 | i | i | i | i | i | -1 | i | i
Cc1c(N/N=C(\C#N)C(=O)c2ccc(Cl)cc2)c(=O)n(-c2ccccc2)n1C | i | i | 0.3 | i | i | i | i | i | 65 | i | i
CC(OC(=O)CCc1nc2ccccc2[nH]c1=O)c1ccccc1 (stereo unspecified) | i | i | -0.2 | i | i | i | i | i | 14 | i | i
CCOc1ccc(C(=O)Nc2cccc3nsnc23)cc1[N+](=O)[O-] | i | i | 0.6 | i | i | i | i | i | 14 | i | i
CCc1nc(SCC(=O)N2CCCCC2)c2c(=O)n(C)c(=O)n(C)c2n1 | i | i | 0.5 | i | i | i | i | i | -1 | i | i

4 compounds out of the list, ordered by number of heavy atoms, falling:
SMILES | TRPC4 block | TRPC4 potent | HIF act | TRPC6 inh | MrgX1 ag | TRPC4 act | MrgX1 antagonist | MrgX1 allo act | AI-2 QS modul | PolyA inh | TRPC6 activator
Cc1c(N/N=C(\C#N)C(=O)c2ccc(Cl)cc2)c(=O)n(-c2ccccc2)n1C | i | i | 0.3 | i | i | i | i | i | 65 | i | i
CCOc1ccc(C(=O)Nc2cccc3nsnc23)cc1[N+](=O)[O-] | i | i | 0.6 | i | i | i | i | i | 14 | i | i
O=C(CCc1nc(-c2ccccc2)no1)NC1CCCCC1 | i | i | 0.0 | i | i | i | i | i | 24 | i | i
O=C(COC(=O)C1CC2C=CC1C2)Nc1ccccc1 (stereo unspecified) | i | i | 0.5 | i | i | i | i | i | -1 | i | i

Continued.
SMILES | TRPC4 block | TRPC4 potent | HIF act | TRPC6 inh | MrgX1 ag | TRPC4 act | MrgX1 antagonist | MrgX1 allo act | AI-2 QS modul | PolyA inh | TRPC6 activator
CC1Cc2ccccc2N1C(=O)CSc1nnc(CNc2ccccc2)o1 (stereo unspecified) | i | i | -0.4 | i | i | i | i | i | 48 | i | i
Cc1ccc(N2CCCCn3c2nc2c3c(=O)n(CC(=O)O)c(=O)n2C)cc1 | i | i | -0.2 | i | i | i | i | i | 16 | i | i
Cc1cc(C)cc(N=Cc2ccc([N+](=O)[O-])s2)c1 | i | i | 0.0 | i | i | i | i | i | 27 | i | i
CC(Sc1nnc(C(F)(F)F)n1C)C(=O)Nc1ccc(S(N)(=O)=O)cc1 (stereo unspecified) | i | i | 0.1 | i | i | i | i | i | 68 | i | i
CCc1ccc(OCC(O)CN2CCN(c3ccccn3)CC2)cc1 (stereo unspecified) | i | i | -0.2 | i | i | i | i | i | 32 | i | i
Cc1cccc(OC(C)C(=O)Nc2ccc(N3CCCCC3)cc2)c1 (stereo unspecified) | i | i | 0.7 | i | i | i | i | i | 9 | i | i
COc1ccc(OCC(=O)N/N=C2\CCc3ccccc32)cc1 | i | i | 0.0 | i | i | i | i | i | 3 | i | i
Cc1ccc2nc(/C(C#N)=C/c3ccc(O)c(O)c3)[nH]c2c1 | i | i | 3.1 | i | 35* | i | i | i | -2 | i | i
CCC(=O)NC(=S)Nc1ccc(NC(=O)c2cccc([N+](=O)[O-])c2C)cc1 | i | i | 15* | i | i | i | i | i | 0 | i | i
CCCCC1C2=C(CCCC2=O)OC2=C1C(=O)CCC2 | i | i | 0.4 | i | i | i | i | i | 18 | i | i
Cc1cccc(C(=O)NC2C(=O)NNC2c2ccc(Cl)cc2)c1 (stereo unspecified) | i | i | 0.1 | i | i | i | i | i | -7 | i | i
COC(=O)c1c(NC(=O)CN2C(=O)c3ccccc3C2=O)sc(Cc2ccc3c(c2)OCO3)c1C | i | i | -0.2 | i | i | i | i | i | 40 | i | i
O=C(O)C1CCN(C(=O)COc2ccc3c(c2)oc(=O)c2ccccc23)CC1 | i | i | -0.1 | i | i | i | i | i | 21 | i | i
COCCNC(=O)C1CCN(S(=O)(=O)c2ccc3c(c2)OCCO3)CC1 | i | i | 2.2 | i | i | i | i | 25* | 30 | i | i
CCCn1c(C)cc(C(=O)COC(=O)c2nccnc2N)c1C | i | i | -0.5 | i | i | i | i | i | 5 | i | i
O=C(CSc1nc2ccccc2c(=O)n1CC1CCCO1)NCCc1ccccc1 (stereo unspecified) | i | i | -0.8 | i | i | i | i | i | 25 | i | i
CCC(=O)Nc1ccc(Cl)c(NC(=S)NC(=O)c2cc3ccccc3o2)c1 | i | i | 0.9 | i | i | i | i | i | 8 | i | i
Cc1oc(-c2ccc(Cl)cc2)nc1CN1CCC(C(=O)NCc2ccco2)CC1 | -6* | i | 0.4 | i | i | i | i | i | 7 | i | 12*
COc1ccc(OC)c(S(=O)(=O)Nc2ccccc2C)c1 | i | i | 0.3 | i | i | i | i | i | 16 | i | i
O=C(/C=C/c1c(Cl)cccc1Cl)NCc1ccco1 | i | i | 1.4 | i | i | i | i | i | 14 | i | i
CCCCNC(=O)Nc1ccccc1C(=O)Nc1ccc(OC)cc1 | i | i | 0.2 | i | i | i | i | i | 10 | i | i
CN(C)S(=O)(=O)c1cccc(C(=O)OCC(=O)c2c(N)n(C)c(=O)n(C)c2=O)c1 | i | i | -0.4 | i | i | i | i | i | -7 | i | i
CCc1cccc(C)c1NC(=O)Cn1c(NCCO)nc2ccccc21 | i | i | -0.1 | i | i | i | i | i | 20 | i | i
Cc1nn(-c2cc(N3CCOCC3)ccc2N)c(=O)c2ccccc12 | i | i | -0.7 | i | i | i | i | i | 20 | i | i
CCNc1ccc(C(=O)OCC(=O)NCc2ccc(C)cc2)cc1[N+](=O)[O-] | i | i | -0.4 | i | i | i | i | i | 18 | i | i
O=C1N(Cc2cccnc2)C[C@@H]2C[C@@H](c3ccccc3C(F)(F)F)N3CCC[C@@]123 | i | i | 0.4 | i | i | i | i | i | 12 | i | i
CCN(CC)S(=O)(=O)c1ccc(N2CCN(c3ccccc3O)CC2)nc1 | i | i | 0.1 | i | i | i | i | i | 14 | i | i
COc1cc(CNCc2c[nH]c3ccccc23)cc(OC)c1 | i | i | -0.8 | i | i | i | i | i | -3 | i | i
O=c1ccc(-c2ccc(S(=O)(=O)N3CCCCC3)o2)n[nH]1 | i | i | 0.0 | i | i | i | i | i | 8 | i | i
O=C(O)c1nn(-c2ccccc2)ccc1=O | i | i | -0.5 | i | i | i | i | i | 13 | i | i
FC(F)(F)c1nc2ccccc2[nH]1 | i | i | 0.4 | i | i | i | i | i | 38 | i | i
CCOC(=O)c1c(C)n(CCO)c2ccc(O)cc12 | i | i | -0.2 | i | i | i | i | i | 25 | i | i
C/C(=N\NC(=O)C1CCCN(S(=O)(=O)c2ccccc2)C1)c1ccncc1 (stereo unspecified) | i | i | 0.0 | i | i | i | i | i | 23 | i | i
CCCN1CCC(NC(=O)C2CC=CCC2C(=O)O)CC1 (stereo unspecified) | i | i | -0.2 | i | i | i | i | i | 1 | i | i
CCCCNCCCOc1cc(Cl)ccc1Cl | i | i | -0.6 | i | i | i | i | i | 28 | i | i
CC(C(=O)Nc1ccc(O)c(C(=O)O)c1)N1C(=O)/C(=C/c2cccs2)SC1=S (stereo unspecified) | i | i | -0.2 | i | i | i | i | i | 21 | i | i
CCOC(=O)N1CCC(NS(=O)(=O)c2cc(C(=O)OC)n(C)c2)CC1 | i | i | -0.6 | i | i | i | i | i | 3 | i | i

The list is partial; the hit share may differ from the screen's.
